Source: PubChem BioAssay (several laboratories)
FID counter: counter-screen for HCV NS3 helicase inhibitors: DNA intercalator displacement. DNA fluorescent intercalator displacement, fluorescence. AID 1845. 0.17% of 290,000 active. inhibition, % at 7.9 µM; in the data active means inhibition above about 37%;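 further: 0% = vehicle and 100% = reference compound; higher means more ethidium bromide displaced from hairpin DNA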
NS3 helicase inh: HCV NS3 helicase inhibition; 0.56% of 290,000 active; inhibition, % at 10.9 µM; AID 1800; NS3 helicase DNA unwinding, Cy5 molecular beacon fluorescence;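 active means inhibition above the mean of all tested compounds plus 3 SD, set per campaign, cut at about 35% in these data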;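 further: 0% = DMSO wells and 100% = thioflavine S control wells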
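Compound dosing – single dose, 10.9 µM nominal final, DMSO 0.8% final · System – NS3 helicase fragment of HCV · Buffer or medium – MOPS pH 6.5, MgCl2, DTT, Tween20, BSA · Signal – Cy5 beacon fluorescence read at start and 1 h · Also added – annealed dual-labelled DNA beacon duplex, ATP-started · Schedule – 1 h at 25 °C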
NALP1 inh: NALP1 inhibition. S. cerevisiae NALP1/ASC/caspase-1 growth, X-gal OD620, 72 h. inhibition, % at 10 µM. 0.61% of 280,000 active. AID 2071; in the data active means inhibition mostly above about 24%, no sharp cut-off; inactive means mostly below about 32%; further: some compounds called inactive have numbers as strong as hits
MEKK2mut PB1 HTS: signal of MEK5 binding to mutant human MEKK2 PB1 domain | bead flow cytometry, Alexa488-MEK5 binding to MEKK2 mutant | percent response, % at 10 µM | 0.35% of 290,000 active; in the data active means percent response above about 24%, passing the limit was not always enough; further: inactives centre near 1; some results filed as inactive read as strong as hits
PfM18AAP inh: blocks P. falciparum M18 aspartyl aminopeptidase; recombinant PfM18AAP, H-Glu-NHMec fluorogenic cleavage; inhibition, % at 7.35 µM; 1.2% of 290,000 active;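 active means inhibition above the campaign mean inhibition over all tested compounds plus 3 SD, cut at about 28% in these data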;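 further: 0% = plate median of test compound wells and 100% = 2 mM ZnCl2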
UBC9 SUMO inh: SUMOylation inhibition; P63279; HTRF SUMOylation assay, SAE1/SAE2 + UBC9, in vitro; inhibition, % at 35 µM; 0.36% of 290,000 active; in the data active means inhibition above about 50%, passing the limit was not always enough; further: strong numbers were not always called active
Target sequence (P63279 whole entry, looked up): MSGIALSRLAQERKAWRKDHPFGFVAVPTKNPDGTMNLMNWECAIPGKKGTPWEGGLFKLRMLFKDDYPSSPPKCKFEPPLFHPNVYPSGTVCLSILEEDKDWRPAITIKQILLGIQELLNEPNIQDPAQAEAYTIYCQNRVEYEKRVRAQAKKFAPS
VIM-2 inh: inhibitors of Pseudomonas aeruginosa VIM-2 metallo-beta-lactamase; purified VIM-2, nitrocefin hydrolysis, epi-absorbance fluorescence; inhibition, % at 5.6 µM; AID 1527; 0.89% of 290,000 active;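 active means inhibition above the mean of all tested compounds plus 3 SD, cutoff set per screening run, cut at about 7.5% in these data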;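 further: red hydrolysis product quenches plate fluorescence so inhibitors raise well fluorescence; 0% = enzyme with DMSO and 100% = DMSO without enzyme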
MEKK2 WT-MEK5: raises or lowers MEK5 binding to wildtype human MEKK2 PB1 domain; Q9Y2U5; bead flow cytometry, Alexa488-MEK5 binding to MEKK2 WT; actives lie on both sides; binding response (% of control), % at 10 µM; 1.1% of 290,000 active; in the data active means binding response below about 67% or above about 130%
IMP-1 inhibitor: blocks Pseudomonas aeruginosa IMP-1 metallo-beta-lactamase. 0.45% of 290,000 active. AID 1556. inhibition, % at 5.6 µM. purified IMP-1, nitrocefin hydrolysis, epi-absorbance fluorescence;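 active means inhibition above the mean plus 3 SD of all compounds in the same screening run, cut at about 4.5% in these data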;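 further: 0% = IMP-1 with DMSO and 100% = DMSO wells lacking enzyme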
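System – purified recombinant IMP-1 beta-lactamase · Input – IMP-1 dispensed at 0.2 nM · Timing – 15 min preincubation plus 25 min reaction at 25 °C · Signal – Epi-absorbance fluorescence, 480 nm excitation, 530 nm emission · Measure – percent IMP-1 inhibition derived from blank-referenced optical density · Controls – Enzyme-plus-DMSO low control, enzyme-free DMSO high control · Replication – singlicate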
* = called active by the depositor; / = not tested or not shown. No enrichment for hits. Share with any hit: about 4.7%.

SMILES | FID counter | NS3 helicase inh | NALP1 inh | MEKK2mut PB1 HTS | PfM18AAP inh | UBC9 SUMO inh | VIM-2 inh | MEKK2 WT-MEK5 | IMP-1 inhibitor
CC(C)(C)C(=O)COC(=O)C1=NN(c2ccccc2)C(=O)CC1 | -7.1 | -20.1 | 9.3 | 0.0 | -7.9 | -8.1 | -2.0 | 99.0 | -1.6
COc1cc(N=Nc2c(C)n(C)n(-c3ccccc3)c2=O)ccc1N | -6.4 | -0.2 | 24.0 | 0.0 | 3.9 | -20.6 | -4.1 | 96.0 | -4.5
CN(C)S(=O)(=O)c1cccc(NC(=O)CSc2nc3ccccc3[nH]2)c1 | -9.8 | -23.1 | -2.7 | 1.0 | 1.3 | -0.5 | -0.2 | 98.0 | -1.5
CC(=O)N1CC(=O)N(Cc2ccccc2)/C(=C/c2ccccc2)C1=O | -10.7 | 0.5 | 4.1 | 4.0 | 3.4 | -1.1 | -2.2 | 118.0 | -2.5
CCOc1cc(C2Nc3ccccc3C(=O)N2c2ccccc2OC)ccc1O (stereo not drawn) | -6.3 | -2.0 | -6.4 | 0.0 | 10.7 | 13.5 | -1.7 | 97.0 | -2.9
CC(C)OCCCNC(=S)N1CCC(C(=O)c2ccc3c(c2)OCCO3)CC1 | -28.2 | -4.6 | 0.2 | 0.0 | 0.8 | -18.9 | -3.8 | 104.0 | -3.3
CCn1nc(C(=O)NCc2ccco2)c(Cl)c1Cl | -0.7 | 15.1 | 39.3 | -1.0 | -0.2 | 11.4 | -2.2 | 91.0 | -4.7
O=[N+]([O-])c1cc(Oc2cccnc2)cc([N+](=O)[O-])c1 | 6.6 | -8.2 | 18.1 | -2.0 | -2.9 | -11.2 | -2.6 | 105.0 | 0.2
C/C(CC(=O)Nc1c(C)cc(C)cc1C)=N\NC(=O)c1cnccn1 | -9.2 | 10.3 | 34.7 | -4.0 | 6.7 | 8.4 | -0.9 | 90.0 | -3.8
O=c1c2ccccc2cnn1Cc1ccc(Br)cc1F | -19.3 | -1.9 | 5.0 | 2.0 | 1.2 | 5.7 | -3.0 | 102.0 | -3.3
C[C@@H](C(=O)Nc1ccc2c(c1)OCO2)n1c(=O)[nH]c2ccccc2c1=O | -7.9 | 30.6 | 7.6 | 4.0 | 14.9 | -10.1 | -2.6 | 101.0 | -0.3
CC1=C(C(=O)OC(C)C)C(c2cccnc2)C2=C(CC(C)(C)CC2=O)N1 (stereo not drawn) | -10.8 | 16.3 | -6.7 | 1.0 | 12.9 | 19.7 | -0.2 | 101.0 | -3.4
CC1(C)Cc2c(sc(NC(=O)C(=O)N3CCCC3)c2C(=O)O)CO1 | -15.9 | 10.1 | 15.7 | -3.0 | -2.1 | -0.8 | 0.0 | 100.0 | -0.9
NC(N)=N/N=C/c1ccccc1Cl | 3.4 | 5.1 | 23.0 | -3.0 | 4.0 | -0.6 | 0.7 | 106.0 | -1.3
CC1CCCN(S(=O)(=O)Cc2ccc(Cl)cc2)C1 (stereo not drawn) | -7.2 | 7.0 | 12.2 | -3.0 | -1.6 | -8.1 | -2.5 | 98.0 | -4.7
CCOC(=O)C1=C(C)NC(=O)NC1c1ccc(OC(C)C(=O)O)c(OC)c1 (stereo not drawn) | -1.6 | 1.5 | 3.8 | 3.0 | 0.6 | 5.7 | -6.3 | 100.0 | -6.4
Cc1ccc(-c2nnc(COC(=O)c3cccs3)o2)cc1 | -32.6 | -3.3 | 18.4 | 4.0 | -10.6 | 1.8 | -0.8 | 104.0 | -1.3
CCCCn1c(-c2csc3c2CCCC3)n[nH]c1=S | -26.9 | 6.6 | 5.9 | 5.0 | 3.1 | 10.7 | -2.3 | 101.0 | -6.8
Cc1ccnc(-n2sc3ccccc3c2=O)n1 | -6.5 | -6.3 | 10.0 | / | 42.0* | 22.0 | -2.9 | / | -4.5
CCOC(=O)C1CCCN(C2CC(=O)N(c3ccc(C)c(C)c3)C2=O)C1 (stereo not drawn) | -21.8 | 5.5 | 4.6 | 0.0 | -16.5 | 8.3 | 2.9 | 103.0 | -1.9
N#CC1(P(=O)(c2ccccc2)c2ccccc2)CC1 | -10.3 | 11.7 | -4.0 | 1.0 | 6.4 | 16.7 | -4.5 | 99.0 | -3.2
Cc1sc(NC(=O)CN2CCOCC2)c(C(=O)c2ccccc2)c1C | -29.6 | -9.7 | -1.6 | 0.0 | 3.6 | 13.5 | 1.4 | 98.0 | -2.4
CC(=O)C1=NN(c2ccc(Cl)cc2)C(c2ccc3c(c2)OCO3)N(C(C)=O)N1C (stereo not drawn) | -30.5 | -22.0 | 16.1 | -9.0 | -5.0 | 24.3 | -0.6 | 92.0 | 0.2
COc1ccccc1N1CCN(C(=O)c2cc(C(C)(C)C)oc2C)CC1 | -35.7 | -2.7 | 14.8 | 25.0 | 28.5* | -6.0 | -0.9 | 130.0 | -1.3
CCc1ccc(OS(=O)(=O)c2cn(C)c(=O)n(C)c2=O)cc1 | -4.3 | 8.7 | -2.8 | -4.0 | -9.9 | -1.0 | 1.9 | 87.0 | -0.4

Part of the list above, limited to IMP-1 inhibitor, VIM-2 inh and MEKK2 WT-MEK5:
SMILES	IMP-1 inhibitor	VIM-2 inh	MEKK2 WT-MEK5
CC(C)OCCCNC(=S)N1CCC(C(=O)c2ccc3c(c2)OCCO3)CC1	-3.3	-3.8	104.0
CCn1nc(C(=O)NCc2ccco2)c(Cl)c1Cl	-4.7	-2.2	91.0
O=[N+]([O-])c1cc(Oc2cccnc2)cc([N+](=O)[O-])c1	0.2	-2.6	105.0

Additional results
SMILES | FID counter | NS3 helicase inh | NALP1 inh | MEKK2mut PB1 HTS | PfM18AAP inh | UBC9 SUMO inh | VIM-2 inh | MEKK2 WT-MEK5 | IMP-1 inhibitor
COc1ccc(NC(=O)c2cc3ccc4c5ccccc5[nH]c4c3cc2O)cc1 | -0.7 | 12.6 | 11.9 | 9.0 | -1.4 | 50.0 | -0.7 | 68.0 | 0.3
C#CCn1cc(C=C2C(=O)c3ccccc3C2=O)c2ccccc21 | -3.0 | 18.4 | 19.5 | -1.0 | -11.1 | 9.8 | 3.2 | 80.0 | 0.7
Cc1cccnc1NC(=S)Nc1ccc(Br)cc1Cl | -5.9 | -6.7 | 2.0 | -4.0 | 3.2 | -12.0 | 0.0 | 90.0 | -0.6
CC(C)NC(=O)C1(c2ccccc2)CCOCC1 | -0.3 | -2.0 | 4.7 | 0.0 | -7.8 | 5.2 | -3.6 | 100.0 | -6.0
C[C@H]1[C@H]2c3nc4ccccc4n3C[C@H]1ON2C1CCCCC1 | -31.0 | 8.4 | 30.5 | 1.0 | -6.9 | -6.0 | -3.0 | 99.0 | -2.2
CCN1C(=O)C(C)S/C1=N\S(=O)(=O)c1ccc(Cl)s1 (stereo not drawn) | -2.9 | -4.1 | 8.6 | 10.0 | 1.2 | 8.9 | -2.2 | 104.0 | -2.2
CSC(=NNC(=O)c1ccc(O)cc1)SC | -3.0 | 3.7 | 17.7 | 3.0 | -4.1 | 13.8 | 0.5 | 100.0 | -1.1
Cn1cccc1/C=N/N1CCN(c2ccccc2)CC1 | -5.5 | -2.9 | -8.9 | -4.0 | 1.4 | -9.4 | 1.1 | 94.0 | -3.5
COc1ccc(N2CCN(C(=N)/C(C(C)=O)=C(\C)O)CC2)cc1 | -2.6 | -10.2 | 6.6 | -5.0 | 2.8 | -8.6 | -0.9 | 102.0 | -1.2
CSc1ccc(-c2nc(CN(C)C3CCOC3)c(C)o2)cc1 (stereo not drawn) | -2.4 | 11.2 | 5.9 | 2.0 | -3.2 | 12.8 | -0.6 | 98.0 | -0.9
Clc1ccc(-c2nc3ccccn3c2CN2CCOCC2)cc1 | -13.3 | -1.1 | 33.9 | -2.0 | 0.4 | -6.2 | -1.6 | 101.0 | -3.1
COc1cc(/C=C2\SC(=Nc3ccc(O)cc3)NC2=O)cc(OC)c1OC | -8.0 | 17.1 | / | -1.0 | -16.7 | 24.6 | 2.5 | 100.0 | 0.0
O=C(NCCCCCCNC(=O)c1ccccc1O)c1ccccc1O | -7.3 | -6.5 | 26.7 | 0.0 | -8.2 | -29.7 | -1.2 | 102.0 | -1.7
COc1ccc(S(=O)(=O)NCC(=O)N(CC(=O)NCc2ccco2)C2CCCC2)cc1 | -26.6 | 18.3 | -18.9 | 8.0 | 5.7 | 2.7 | -6.6 | 105.0 | -3.1
O=C(CC1Nc2cccc3cccc(c23)NC1=O)Nc1ccccc1 (stereo not drawn) | -14.4 | 67.1* | -2.7 | -3.0 | 22.9 | 81.3 | 1.1 | 97.0 | -1.7
Cn1ncc(Br)c1NC(=O)CSc1ccc(Cl)cc1 | -2.6 | -11.2 | / | -1.0 | 14.5 | 8.6 | 0.5 | 95.0 | 0.5
O=C(NC1CCCC1)C(c1ccncc1)N(C(=O)c1csnn1)c1cccc(F)c1 (stereo not drawn) | -6.8 | 8.0 | 15.9 | 0.0 | 6.0 | 6.8 | -2.6 | 103.0 | -1.5
O=C(COc1ccc(Cl)cc1Cl)Nn1c(=S)[nH]c2ncccc2c1=O | 0.1 | 0.0 | 19.8 | 9.0 | -6.8 | 16.4 | -2.5 | 112.0 | -3.5
CCC(=O)Nc1cccc(C(=O)N(Cc2ccccc2)Cc2ccccc2)c1 | -42.9 | 1.8 | 3.9 | 4.0 | 5.3 | 0.3 | -1.9 | 98.0 | -2.6
Cn1c(=O)c2c(ncn2CCCNC2=CC(C)(C)CC(=O)C2)n(C)c1=O | -1.1 | 7.0 | 14.1 | 1.0 | 2.8 | -0.1 | -1.7 | 99.0 | -1.8
Cc1cc(CN(C)Cc2c(C(=O)N3CCCCCCC3)nc3ccc(Cl)cn23)n[nH]1 | -28.4 | -13.1 | -1.3 | 1.0 | 7.7 | 5.9 | -0.9 | 100.0 | -3.3
Cc1cccc(NC(=O)CSc2nnc(-c3ccccc3C)o2)c1 | -3.8 | -14.9 | -5.0 | -7.0 | 7.9 | 10.8 | -2.0 | 96.0 | -1.9
COC(=O)[C@@]1(Cc2ccc(OC)cc2)[C@H]2c3cc(C(=O)N4CCCC4)n(CCSCCO)c3C[C@H]2CN1C(=O)c1ccccc1 | -53.7 | -16.4 | 23.5 | 4.0 | 3.2 | 14.1 | -3.1 | 97.0 | -3.0
CCCCSc1nnc(-c2ccccc2NC(C)=O)c(=O)[nH]1 | 10.0 | 1.3 | 4.5 | -9.0 | -3.0 | 18.0 | -0.6 | 94.0 | -1.4
Cn1c(O)c(N=NC(=O)Cn2c(C(F)(F)F)nc3ccccc32)c2ccccc21 | -4.3 | 1.1 | 15.0 | -2.0 | -4.4 | 1.5 | 0.1 | 99.0 | -2.5
Cc1ccc(C)c(-n2[nH]c3c4c(ccc3c2=O)C(=O)c2ccccc2C4=O)c1 | 1.1 | -1.7 | 7.3 | -1.0 | 1.1 | -44.6 | -3.2 | 96.0 | -6.5
COc1ccc2nc(Nc3nc(-c4ccncc4)cs3)sc2c1 | -1.9 | 3.4 | 17.2 | 6.0 | -1.8 | 10.7 | -1.9 | 103.0 | -3.7
Cc1ccc(O)c(C(=O)c2cnc(/N=C(\N)N(C)C)nc2)c1 | 0.4 | 4.9 | 2.0 | 6.0 | 7.7 | 6.8 | -2.2 | 102.0 | -2.6
